BCR signal inh: inhibitors of chronic active B-cell receptor signaling; ABC-DLBCL IkBa-CBG/CBR reporter, luminescence ratio, 4 h; Potency, µM (titrated, usually from 46.1 µM), for inactives: at the highest dose ratio change, negative = lower green/red ratio, most hits filed as inhibitors; 0.05% of 340,000 active; active = well fitted inhibition curve with a large enough effect in the signal ratio, with a control signal flat, not every such curve was filed as active; inconclusive = small, poorly fitted or top-dose-only effect, or effect the other way, or a change in a side signal; the % refers to the signal ratio;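 also: potency is read from the fitted curve at half-maximal effect; plate controls were basal doxycycline-induced cells for no effect and cells given 10 µM MG132 for full effect; MG132 reads +100%, hits lower the ratio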
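Cell line TMD8 (human ABC DLBCL), stably expressing tet-inducible CBG68-IkBa fusion and CBR; IMDM/0.5% FBS; cpd up to 46 uM; dox induction, 4 h, 37C/5% CO2; dual luminescence; green/red ratio; MG132 control.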
TSHR antag: blocks TSH signaling through the human TSH receptor; P16473; TSHR-expressing cells, TSH-stimulated cAMP HTRF, 2 h; hits give low values; activity change, negative = inhibition, % at 11.5 µM; 0.2% of 330,000 active; AID 504810;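 active = activity change below a set negative limit, meaning inhibition stronger than a set level, cut at about -70% in these data; inconclusive = activity change between two set negative limits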; also: % is scaled to controls: 0 for no effect and ±100 for the full control effect
Target sequence (P16473 whole entry, looked up): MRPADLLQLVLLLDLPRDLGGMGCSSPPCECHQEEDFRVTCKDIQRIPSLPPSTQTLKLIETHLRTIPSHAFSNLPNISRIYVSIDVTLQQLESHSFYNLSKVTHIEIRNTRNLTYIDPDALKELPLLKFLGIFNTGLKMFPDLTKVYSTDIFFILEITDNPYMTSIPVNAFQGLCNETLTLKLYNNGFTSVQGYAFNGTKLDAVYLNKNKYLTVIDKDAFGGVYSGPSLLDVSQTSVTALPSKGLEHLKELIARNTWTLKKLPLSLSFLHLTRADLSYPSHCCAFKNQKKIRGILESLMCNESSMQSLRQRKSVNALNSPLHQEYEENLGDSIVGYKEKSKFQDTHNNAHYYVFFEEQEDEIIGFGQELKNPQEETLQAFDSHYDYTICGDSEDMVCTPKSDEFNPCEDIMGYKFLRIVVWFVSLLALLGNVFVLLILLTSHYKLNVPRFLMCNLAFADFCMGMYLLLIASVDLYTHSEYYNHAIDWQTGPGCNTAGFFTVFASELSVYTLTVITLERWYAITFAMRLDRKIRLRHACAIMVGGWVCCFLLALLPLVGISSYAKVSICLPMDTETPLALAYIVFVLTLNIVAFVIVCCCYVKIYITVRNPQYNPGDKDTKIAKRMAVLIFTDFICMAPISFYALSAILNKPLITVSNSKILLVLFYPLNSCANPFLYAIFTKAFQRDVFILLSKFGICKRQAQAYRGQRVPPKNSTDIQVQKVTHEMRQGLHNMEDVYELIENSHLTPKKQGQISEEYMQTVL
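TSHR-expressing cells, 200/well, pre-treated with compound, then stimulated with EC80 TSH (4nM final) for 2 hours at 37 deg C. cAMP measured by competitive HTRF: anti-cAMP cryptate antibody in lysis buffer plus cAMP-d2, read after 30 minutes at room temperature.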
Integrin act MD: activates integrin-mediated alleviation for muscular dystrophy; alpha7betagal myoblasts, beta-gal FDG fluorescence, 48 h; Potency, µM (series often up to 38.3 µM), for inactives: at the top dose activation, hits mostly activators; 0.064% of 350,000 active; AID 624291;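 also: potency is read from the fitted curve at half-maximal effect; 100% = response of the positive control SU9516; nearly all actives have a fitted effect of over 60% in size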
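Alpha7betagal+/- myoblasts (passage 13) were plated 16-24 hr, then exposed to compounds (1:260 dilution of DMSO stock) for 48 hours at 37C. After MPER lysis, β-galactosidase reporter activity was read as FDG fluorescence (ex 480/em 540) after 30 minutes.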
A-T KAP1 phos: candidate therapy for ataxia-telangiectasia; […] A-T fibroblasts, KAP-1 phosphorylation AlphaLISA; neocarzinostatin DNA damage 30 min before lysis; Potency, µM (titrated, usually from 57.5 µM), without a hit: at the highest dose activation, most hits filed as activators; 0.19% of 320,000 active; AID 485349; also: potency is read from the fitted curve at half-maximal effect; % of control where 0% means no effect; nearly all actives have a fitted effect of over 45% in size
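hTERT-immortalized A-T patient fibroblasts ([…]), 500 cells/well in OPTI-MEM, 1% FBS, got compounds for 60 min, then NCS for 30 min at 37C. Lysates were then assayed for phospho-KAP-1 by AlphaLISA (anti-pKAP1 donor, anti-KAP1 acceptor beads), 6 hr at 25C.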
TCR act: activates T cell receptor signaling | primary human leukocytes, anti-CD3, IL-2 HTRF, 48 h | Potency, µM (doses to about 9.22 µM), for the others: at the highest dose activation of IL-2 secretion, actives largely listed as activators | 330,000 tested, under 10 active | AID 504894; also: % of control where 0% means no effect
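Using a-CD3 beads without co-stimulation, primary human leukocytes were exposed to compounds for 48 hr. An HTRF IL-2 kit measured the cytokine, with europium-to-d2 energy transfer producing emission at 665nm upon 320nm excitation.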
ASM inhibitor: inhibitors of human secretory acid sphingomyelinase; AID 504937; Potency, µM (series often up to 57.5 µM), for inactives: top-dose activity change, negative = inhibition, hits mostly inhibitors; placental ASM, HMU-PC fluorogenic substrate, 60 min; 0.006% of 340,000 active; also: potency is read from the fitted curve at half-maximal effect
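Fluorescence read-out (Ex 386 nm, Em 447 nm) after stopping the reaction at pH 10. Enzyme: ASM from human placenta; substrate HMU-PC0, 9 uM final; 60 min, 37 °C. Compound preincubation 10 min, ambient temperature.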
Mito fusion act: blocks mitochondrial division or promotes mitochondrial fusion; Potency, µM (highest dose often 46.1 µM), for inactives: at the highest dose growth rescue (activation), hits mostly activators; 0.23% of 320,000 active; S. cerevisiae fusion-defective mutant growth rescue, CellTiterGlo 48 h;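 also: potency is read from the fitted curve at half-maximal effect; % of control where 0% means no effect; nearly all actives have a fitted effect of over 45% in size; temperature-sensitive fusion mutants such as fzo1-1 at 37 °C on non-fermentable ethanol glycerol medium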
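Growth-rescue viability read-out: after 48 h at the non-permissive 37C in glycerol/ethanol YPEG, yeast mitochondrial fusion mutants are measured by CellTiterGlo luminescence; compounds (23 nl pinned per well) restoring growth score as division inhibitors or fusion activators.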
Eya2 phos inh: blocks the phosphatase activity of human Eya2 | O00167 | recombinant Eya2, OMFP fluorescence dephosphorylation (OMFP is methylfluorescein phosphate) | Potency, µM (top dose mostly 76.9 µM), for inactives: top-dose activity, negative = inhibition, actives largely listed as inhibitors | 0.006% of 330,000 active | AID 488837; also: potency is read from the fitted curve at half-maximal effect; % is scaled to controls: 0 for no effect and ±100 for the full control effect
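Eya2 protein (added as 0.2 uM solution) was preincubated with compound for 10 min at ambient temperature in 50 mM HEPES pH 7.5, 50 mM NaCl, 5 uM MgCl2, 0.05% BSA, 1 mM DTT. OMFP (added at 50 uM) then reacted 10 min; fluorescence read at 485/525 nm.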
ELG1 DNA repair: blocks ELG1-dependent DNA repair in HEK293T cells. HEK293T ELG1-luciferase reporter, luminescence, 16 h; DNA damage induced by 5-fluorouridine. Potency, µM (series often up to 46.1 µM), for inactives: at the top dose activity change, negative = inhibition, actives largely listed as inhibitors. 2.3% of 330,000 active; also: potency is read from the fitted curve at half-maximal effect; % is scaled to controls: 0 for no effect and ±100 for the full control effect; nearly all actives have a fitted effect of over 55% in size
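Overnight (16 hr) co-exposure of 2,000 cells/well to 5-fluorouridine and compound at 37 °C preceded detection. Luciferase was quantified via ONE-Glo luminescence; loss of signal denotes inhibition.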
TSG101-PTAP inh: blocks PTAP/TSG101 interaction to inhibit HIV-1 budding; AID 493005; Fluorescence polarization, FITC-PTAP peptide / Tsg101 binding; Q99816; 340,000 tested, under 10 active; Potency, µM (doses to about 115 µM), without a hit: top-dose activity change, negative = inhibition, actives largely listed as inhibitors; active = well fitted inhibition curve with a large enough effect in the main read-out, with a control signal flat, not every such curve was filed as active; inconclusive = small, poorly fitted or top-dose-only effect, or effect the other way, or a change in a side signal; inactive = no such curve, though single readings can be large or run the other way; also: potency is read from the fitted curve at half-maximal effect; % of control where 0% means no effect
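Steps: Tsg101 binding domain dispensed (10 uM final), compounds pinned in DMSO, FITC-labeled PTAP-motif peptide added (50 nM final); after 20 min binding at room temperature, polarization measured.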
Tb PFK block: inhibitors of T. brucei phosphofructokinase; T. brucei PFK, ADP-Glo luminescence; Potency, µM (titrated, usually from 57.5 µM), for inactives: top-dose activity, negative = inhibition, usual class: inhibitors; 0.17% of 330,000 active; AID 485367;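 also: potency is read from the fitted curve at half-maximal effect; 0% = uninhibited 1x PFK enzyme wells and -100% = no-enzyme wells; nearly all actives have a fitted effect of over 60% in size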
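ADP-Glo luminescence quantified ADP after 45 min at room temperature, with 1.25 nM T. brucei PFK, 0.1 mM ATP and 0.5 mM fructose-6-phosphate in pH 8.0 TEA buffer. qHTS titrations up to 57 µM; curves classified by quality.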
Active calls of the source: *; ? = inconclusive; / = no result given; & = joins results of further samples; [ ] = dose if it differs, or a comment. Unless noted, calls follow the shape of the dose curve; as a rule, active = well fitted curve in the direction sought with a large enough effect; inconclusive = small, poorly fitted or top-dose-only effect, or another doubt; inactive = no such curve, though single readings can be large; an effect the other way counts as inactive or inconclusive.

Structure | Mito fusion act | TSHR antag | TSG101-PTAP inh | ELG1 DNA repair | A-T KAP1 phos | ASM inhibitor | Integrin act MD | Eya2 phos inh | Tb PFK block | TCR act | BCR signal inh
Cc1cccc(N2CCN(C(=O)c3ccc4nccnc4c3)CC2C)c1 (stereo not drawn) | / | -3 | -10% | -2% | 1% | -1% | -3% | -5% | 1% | -5% | 0%
O=C1CC(SCCc2nc3ccccc3[nH]2)C(=O)N1c1ccc(F)cc1 (stereo not drawn) | -9% | 11 | -6% | 1% | -2% | 4% | 8% | 1% | 4% | 5% | -28%
O=C(CCCCCNC(=O)c1ccccc1)N/N=C/c1ccco1 | 4% | 15 | -8% | 4% | -3% | 1% | -7% | 10% | -20% | -3% | -10%
COc1ccc(Cn2ccnc2)cc1[N+](=O)[O-] | -2% | -2 | -3% | 4% | -3% | 3% | -17% | -7% | 6% | 0%[46.1 µM] | ?
O=C(COC(=O)c1cccc(S(=O)(=O)NCc2ccccc2)c1)NCC1CCCO1 (stereo not drawn) | -7% | 30 | 4% | -5% | 16% | 1% | -3% | -1% | -4% | 1% | 2%
CCc1nc(SCC(=O)N2CCC(C)CC2)c2c(=O)n(C)c(=O)n(C)c2n1 | 13% | -17 | -4% | 21µM* | -1% | -1% | 4% | -8% | 0% | 0%[46.1 µM] | -2%
COCC(=O)Nc1nc(-c2ccc([N+](=O)[O-])cc2)cs1 | 0% | 4 | 0% | 3% | 1% | 1% | 10% | -28% | 1% | 3% | 7%
Cc1cccc(-n2c(O)c(C=Nc3c(C)n(C)n(-c4ccccc4)c3=O)c3ccccc3c2=O)n1 | -1% | 5 | -1%&-3% | -10% | 3% | 24%&44% | 5%&-3% | 3% | -5% | 7%&-5% | 7%
CN(C)C(=O)c1ccccc1Sc1cc(Cl)ccc1Cl | 9% | -1 | 4% | -3% | -4% | 3% | 4% | -7% | -2% | -8% | -26%
Cc1ccc(NC(=O)Nc2ccc3c(c2)nc(C)n3C)cc1C | 4% | -7 | / | ? | -1% | / | / | -10% | -1% | / | ?
N#Cc1ccc(S(=O)(=O)N2CCN(CC(=O)Nc3ccccc3C(=O)NC3CC3)CC2)cc1 | -3% | -16 | 2% | -25% | -10% | -1% | -17% | 0% | -6% | -3% | -5%
Cc1nnc(NC(=O)Cn2c(=O)sc3ccccc32)s1 | -3% | 10 | -1% | 21% | -8% | 3% | -10% | -1% | 2% | -1% | ?
O=C(COC(=O)CCS(=O)(=O)c1ccc(Cl)cc1)Nc1ncc(Cl)cc1Cl | -2% | -3 | -11% | -1% | -1% | 28% | 12% | 19% | 1% | -3% | ?
COc1ccc(C=C2C(=O)c3ccccc3C2=O)cc1O | 13% | -2 | -2% | 15% | -3% | -3% | 2% | -7% | 1% | 0% | ?
COC(=O)Cn1c2c(c3cc(C)ccc31)CCCC2NC(C)c1ccccc1 (stereo not drawn) | 4% | -2 | -2% | 2% | 10% | -3% | -21% | -1% | -2% | -7% | -2%
C=C(C)CN(CC)C(=O)CSc1nc2ncc(Cl)cc2[nH]1 | -1% | -2 | -5% | 14% | 4% | 3% | 11% | -4% | 0% | -16% | 14%
CS(=O)(=O)N(Cc1ccccc1)c1ccc(C(=O)Nc2ccccc2C(=O)O)cc1 | 0% | -8 | -3% | 0% | 2% | 10% | ? | -2% | -2% | / | 0%
C[N+]1(CC(=O)OCCCC2CCCCC2)CCCC1 | -23% | -8 | -13% | 4% | -1% | 8% | -3% | -3% | 4% | 6% | 0%
COc1ccc(-c2cc(-c3cccs3)nc3sc(C#N)c(N)c23)cc1 | 0% | 54 | 2% | ? | ? | 29% | 2% | -9% | 0% | 2%[46.1 µM] | 0%
CC(NC(=O)CNC(=O)c1ccccc1Br)c1cccs1 (stereo not drawn) | -6% | 2 | -3% | 9% | 2% | -4% | -1% | 16% | 1% | -2% | ?

Part of the list above, with two lines to a compound:
Values in the order – Mito fusion act | TSHR antag | TSG101-PTAP inh | ELG1 DNA repair | A-T KAP1 phos | ASM inhibitor | Integrin act MD | Eya2 phos inh | Tb PFK block | TCR act | BCR signal inh
COCC(=O)Nc1nc(-c2ccc([N+](=O)[O-])cc2)cs1
 : 0% | 4 | 0% | 3% | 1% | 1% | 10% | -28% | 1% | 3% | 7%
Cc1cccc(-n2c(O)c(C=Nc3c(C)n(C)n(-c4ccccc4)c3=O)c3ccccc3c2=O)n1
 : -1% | 5 | -1%&-3% | -10% | 3% | 24%&44% | 5%&-3% | 3% | -5% | 7%&-5% | 7%
CN(C)C(=O)c1ccccc1Sc1cc(Cl)ccc1Cl
 : 9% | -1 | 4% | -3% | -4% | 3% | 4% | -7% | -2% | -8% | -26%
Cc1ccc(NC(=O)Nc2ccc3c(c2)nc(C)n3C)cc1C
 : 4% | -7 | / | ? | -1% | / | / | -10% | -1% | / | ?

Next part
Structure | Mito fusion act | TSHR antag | TSG101-PTAP inh | ELG1 DNA repair | A-T KAP1 phos | ASM inhibitor | Integrin act MD | Eya2 phos inh | Tb PFK block | TCR act | BCR signal inh
COc1ccc(-c2cc(C(F)(F)F)c(C#N)c(SCC(=O)Nc3ccccc3C#N)n2)cc1 | 1% | 15 | -5% | 3% | 1% | 175%[activator] | -6% | 10% | 9% | -4% | 2%
Cc1cccc(N2C(=O)C3C(c4ccccc4)OC4(C(=O)c5ccccc5C4=O)C3C2=O)c1 (stereo not drawn) | 3% | 26 | -8% | -25% | 0% | -3% | 9% | -3% | ? | -3% | ?
CCCC(=O)NC(=S)Nc1cccc(NC(=O)c2ccc(Cl)cc2Cl)c1 | -3% | 5 | 1% | ? | -3% | -8% | 4% | -3% | 0% | 2% | -4%
NCCNC(=O)Cc1ccc(NC(=O)Cc2ccc(Nc3ncnc4c3ncn4[C@@H]3O[C@H](CO)[C@@H](O)[C@H]3O)cc2)cc1 | -8% | 6 | -2% | ? | 7% | -2% | / | -16% | -13% | -2% | ?
CCOc1cccc(C2C(C(=O)c3ccc(C)o3)=C(O)C(=O)N2Cc2ccccc2)c1 (stereo not drawn) | 1% | -6 | -2% | 1% | -2% | -3% | 16% | 6% | 5% | -1% | 0%
N#CCCN(C(=O)COC(=O)COc1ccc(Cl)cc1)c1ccccc1 | -5% | -7 | 1% | 17% | 0% | -2% | 1% | 14% | 0% | 4% | 5%
CNC(=S)N/N=C(\C)c1cccc(C(F)(F)F)c1 | 11% | 5 | 1% | 15% | -3% | -6% | ? | 1% | -4% | -42% | ?
Cc1ccc(NC(=O)N2CCC(NC(=O)c3cccc(F)c3)CC2)cc1 | 3% | -2 | 3% | -6% | 5% | -2% | -12% | -22% | 1% | 3% | 3%
CCCCn1c2nc3ccccc3nc2c2c(=O)n(C(C)CC)cnc21 (stereo not drawn) | -3% | -14 | -3% | 0% | 3% | 305%[activator] | ? | -9% | -6% | 1% | 1%
CN(C)CCCNC(=O)c1cc(C(=O)c2c(Cl)cccc2Cl)c[nH]1 | -3% | -6 | -4% | 1% | 11% | -1% | -44% | -6% | 4% | -3% | -14%
Cc1ccc(S(=O)(=O)N2CCCCC2)cc1NC(=S)NC(=O)c1ccco1 | 8% | 1 | -1% | ? | -5% | 4% | -12% | -10% | -4% | -2% | ?
Cc1ccc(S(=O)(=O)N2CCCCC2)cc1C(=O)Nc1ccc2cn[nH]c2c1 | 1% | -11 | -4% | ? | 2% | -1% | -20% | 5% | 0% | 0% | -2%
Cc1ccc(N=Nc2c(N)[nH]n3c(=O)cc(C)nc23)cc1 | 0% | 0 | -7% | 11% | 0% | -8% | ? | 4% | -1% | 0%[46.1 µM] | 1%
CSCc1ccc(C(=O)N2CCCC(Nc3ccc4c(c3)OCCO4)C2)o1 (stereo not drawn) | -4% | -12 | -7% | 9% | -1% | 4% | 17% | 1% | 0% | 6% | -7%

Compounds were not picked by outcome. About 3.2% of those tested had a hit in this group.
